Screens deposited in PubChem BioAssay by The Scripps Research Institute Molecular Screening Center.
MITF primary: human MITF inhibition, primary screen; O75030; AlphaScreen MITF homodimerization, bead proximity signal; inhibition, % at 2.6 µM; 0.91% of 650,000 active; AID 1259374; in the data active = inhibition above about 50%;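 also: 0% = vehicle wells with protein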
Target sequence (O75030 whole entry, looked up): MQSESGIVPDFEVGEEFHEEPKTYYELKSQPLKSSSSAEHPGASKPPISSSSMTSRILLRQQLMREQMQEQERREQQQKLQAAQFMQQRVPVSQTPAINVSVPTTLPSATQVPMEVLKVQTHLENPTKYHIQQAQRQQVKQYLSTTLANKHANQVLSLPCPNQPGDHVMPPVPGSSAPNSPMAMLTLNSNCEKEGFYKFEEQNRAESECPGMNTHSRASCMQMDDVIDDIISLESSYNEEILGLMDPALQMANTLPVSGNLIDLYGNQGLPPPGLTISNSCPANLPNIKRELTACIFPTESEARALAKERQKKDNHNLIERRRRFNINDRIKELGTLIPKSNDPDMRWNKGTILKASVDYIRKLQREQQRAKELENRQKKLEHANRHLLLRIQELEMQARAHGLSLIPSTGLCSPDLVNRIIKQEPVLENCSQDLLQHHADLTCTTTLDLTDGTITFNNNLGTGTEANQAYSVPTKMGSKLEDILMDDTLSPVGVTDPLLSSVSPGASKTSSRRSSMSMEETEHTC
FBW7 act: human FBW7 E3 ligase activation, primary screen | AlphaScreen FBW7–phospho-cyclin E peptide binding, activator screen | normalized activity (activation), % at 26.1 µM | 0.13% of 650,000 active | AID 1259310; in the data active = normalized activity above about 1.9%;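 also: purified mutant Fbw7 with reduced substrate affinity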
TEAD-YAP inh: TEAD-YAP interaction inhibition | inhibition, % at 9.12 µM | HEK-TIYL cells, TEAD-Gal4/YAP UAS-luciferase luminescence | 1.4% of 640,000 active; in the data active = inhibition above about 32%;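 also: 0% = median of test compound wells and 100% = reference inhibitor wells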
GPR151 activ: activates the human receptor GPR151; PathHunter beta-arrestin GPR151 cells, luminescence; activation, % at 11.2 µM; 1% of 650,000 active; AID 1508602; in the data active = activation above about 4.9%;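 also: 0% = median of compound wells and 100% = cells with positive control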
Target sequence (Q8TDV0 whole entry, looked up): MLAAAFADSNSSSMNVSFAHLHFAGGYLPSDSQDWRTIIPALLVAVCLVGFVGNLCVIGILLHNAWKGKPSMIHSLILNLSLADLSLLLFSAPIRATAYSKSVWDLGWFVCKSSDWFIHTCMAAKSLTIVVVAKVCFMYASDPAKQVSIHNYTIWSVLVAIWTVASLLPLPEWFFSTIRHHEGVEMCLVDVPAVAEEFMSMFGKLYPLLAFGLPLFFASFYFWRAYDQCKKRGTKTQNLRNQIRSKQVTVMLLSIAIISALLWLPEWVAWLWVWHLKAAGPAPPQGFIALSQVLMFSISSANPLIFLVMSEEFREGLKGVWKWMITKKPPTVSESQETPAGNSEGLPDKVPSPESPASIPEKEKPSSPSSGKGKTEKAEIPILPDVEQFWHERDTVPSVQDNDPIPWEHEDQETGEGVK
* hit, by the source's call; nt = not tested or not shown. Rows are unselected. Share with any hit: about 3.4%.

SMILES | MITF primary | FBW7 act | TEAD-YAP inh | GPR151 activ
COC(=O)c1sccc1NC(=S)NC(=O)c1ccccc1 | 12 | 0.0 | -12 | -0.8
Cc1cc(C(=O)CSc2nnc(C(F)(F)F)n2N)c(C)n1-c1ccccc1F | -2 | -0.2 | -37 | 0.9
CCCCN(C)CCCN1C(=O)C2C(C(=O)Nc3ccc(Cl)cc3)C3C=CC2(O3)C1C(=O)NC1CCCC(C)C1C (configuration not stated) | 5 | 0.0 | -4 | -1.0
Cc1sc(N=C(N)N)nc1-c1ccc2c(c1)CC(=O)N2 | 13 | 0.8 | 1 | -1.7
CC(=O)NC1=NN(C(C)=O)C(c2ccc(Cl)cc2Cl)S1 (configuration not stated) | -7 | -0.1 | 1 | 0.3
Cc1cccc(-n2c(O)c(C=Nc3ccc(O)cc3)c(=O)[nH]c2=O)c1 | 7 | 0.0 | 6 | 0.6
Cc1ccc(F)cc1NC(=O)Cn1cnc2scc(-c3ccccc3)c2c1=O | 13 | 0.3 | 1 | 0.5
COc1ccc(S(=O)(=O)NC(CC(=O)NC2CCCC2)c2ccco2)cc1 (configuration not stated) | 15 | 0.0 | 9 | -0.6
COc1ccc(-c2cc(C(=O)N/N=C(\C)c3ccc(N)cc3)[nH]n2)cc1 | -11 | 0.1 | 16 | -0.4
CCn1c(N2CCCC(C(=O)NCCc3ccc(O)cc3)C2)nc2ccccc21 (configuration not stated) | 5 | 0.3 | 3 | 0.3
Cc1ccc(S(=O)(=O)N2CCC(C(=O)O)CC2)c2nsnc12 | 5 | 0.0 | -4 | 1.4
CCOc1ccc(S(=O)(=O)Nc2ccc3oc(C)c(C(=O)OCc4ccccc4)c3c2)cc1 | 5 | 0.1 | 2 | 0.9
CCC(CC)C(=O)N(c1cccc(Cl)c1)C1C=CS(=O)(=O)C1 (configuration not stated) | 8 | 0.1 | 11 | -0.7
CCN(CC)c1ccc(NC(=O)Cc2ccc(OC)cc2)cc1 | 6 | -0.4 | 0 | -0.8
COc1cc(OC)nc(OC(C(=O)N[C@H](C(=O)OC(C)(C)C)C(C)C)C(C)C)n1 (some centres not stated) | 1 | 0.1 | 11 | -1.0
Cc1cc(C)cc(NC(=O)c2ccc(S(=O)(=O)N3CCCCC3)cc2)c1 | 8 | 0.1 | 2 | 0.4
O=C(C1CN(Cc2ccccc2)CCN1C(=O)NCc1ccco1)N1CCCC1 (configuration not stated) | 12 | 0.1 | 2 | 1.6
COc1ccc(S(=O)(=O)NCCCCN2CCOC(c3ccccc3)C2)cc1Cl (configuration not stated) | 0 | 0.0 | 0 | 3.0
N#Cc1ccccc1NC(=O)c1ccc([N+](=O)[O-])s1 | -5 | 0.0 | -17 | -0.3
CO[C@H]1COC(=O)[C@H](C)COC(=O)[C@H](Cc2ccccc2)NC(=O)C/C=C/[C@H]1C | -7 | 0.3 | nt | -1.9
COc1ccc(NC(=O)c2cccc(OC(=S)N3CCOCC3)c2)cc1 | 8 | 0.0 | 16 | 0.4
CCOC(=O)c1c(C)n(CCO)c2ccc(OC(C)=O)cc12 | -6 | 0.6 | -7 | 0.5
C=CCNc1ncnc2c1nnn2Cc1ccccc1 | 22 | 0.7 | -15 | -1.8
O=C(c1ccc(C(F)(F)F)cc1)N1CCN2C(=O)[C@@H]3CSCN3C(=O)[C@H]2C1 | -6 | -0.2 | 4 | -0.2
COc1ccc(-n2nc(C(=O)NCC(=O)Nc3ccc(F)c(Cl)c3)c3ccccc3c2=O)cc1 | -1 | -0.1 | -2 | 0.8
Cc1ccc(CSc2n[nH]c(N)n2)cc1 | 9 | 0.3 | 24 | 0.7
CC(=O)NCCC(CN1CCOCC1)([N+](=O)[O-])[N+](=O)[O-] | -3 | -0.2 | 11 | 1.6
CC(C)n1nnnc1C(c1ccc(F)cc1)N1CCN(Cc2ccccc2)CC1 (configuration not stated) | 9 | 0.2 | 6 | 1.0
Cc1ccc(NC(=O)NC2CCN(C(=O)c3csnn3)CC2)cc1 | 19 | 0.1 | 2 | -0.1
O=c1[nH]c(-c2ccc(-c3ccccc3)o2)nc2sc3c(c12)CCCC3 | 1 | 0.4 | -7 | 0.2
O=C(/C=C/c1ccc(-c2ccccc2)cc1)NCc1ccco1 | 6 | -0.2 | -11 | 1.2
COc1ccc(N2CSC3=C(C#N)C(c4ccc(O)c(OC)c4)CC(=O)N3C2)cc1 (configuration not stated) | 6 | -0.1 | -26 | -2.3
C=CCNC(=O)Cn1cc(NC(=O)CCOc2ccccc2)cn1 | -17 | 0.1 | -1 | 0.4
Cc1cc(C)n2nc(NCc3ccccc3)nc2n1 | 6 | -0.1 | -4 | 2.2
COC(=O)CSC1=C(C#N)C(c2cc(Br)c(O)c(OC)c2)CC(=O)N1 (configuration not stated) | 16 | 0.0 | 19 | -0.5
Cc1ccoc1C(=O)N1CCN(c2ccc([N+](=O)[O-])cc2Cl)CC1 | 5 | -0.2 | -20 | 1.0

An excerpt from above in order of SMILES length, lowest first:
SMILES | MITF primary | FBW7 act | TEAD-YAP inh | GPR151 activ
COC(=O)c1sccc1NC(=S)NC(=O)c1ccccc1 | 12 | 0.0 | -12 | -0.8
Cc1sc(N=C(N)N)nc1-c1ccc2c(c1)CC(=O)N2 | 13 | 0.8 | 1 | -1.7
O=C(/C=C/c1ccc(-c2ccccc2)cc1)NCc1ccco1 | 6 | -0.2 | -11 | 1.2
Cc1ccc(NC(=O)NC2CCN(C(=O)c3csnn3)CC2)cc1 | 19 | 0.1 | 2 | -0.1
Cc1ccc(F)cc1NC(=O)Cn1cnc2scc(-c3ccccc3)c2c1=O | 13 | 0.3 | 1 | 0.5
COc1ccc(S(=O)(=O)NC(CC(=O)NC2CCCC2)c2ccco2)cc1 (configuration not stated) | 15 | 0.0 | 9 | -0.6
O=c1[nH]c(-c2ccc(-c3ccccc3)o2)nc2sc3c(c12)CCCC3 | 1 | 0.4 | -7 | 0.2
COC(=O)CSC1=C(C#N)C(c2cc(Br)c(O)c(OC)c2)CC(=O)N1 (configuration not stated) | 16 | 0.0 | 19 | -0.5
COc1cc(OC)nc(OC(C(=O)N[C@H](C(=O)OC(C)(C)C)C(C)C)C(C)C)n1 (some centres not stated) | 1 | 0.1 | 11 | -1.0
O=C(c1ccc(C(F)(F)F)cc1)N1CCN2C(=O)[C@@H]3CSCN3C(=O)[C@H]2C1 | -6 | -0.2 | 4 | -0.2
CO[C@H]1COC(=O)[C@H](C)COC(=O)[C@H](Cc2ccccc2)NC(=O)C/C=C/[C@H]1C | -7 | 0.3 | nt | -1.9
CCCCN(C)CCCN1C(=O)C2C(C(=O)Nc3ccc(Cl)cc3)C3C=CC2(O3)C1C(=O)NC1CCCC(C)C1C (configuration not stated) | 5 | 0.0 | -4 | -1.0

The listing continues.
SMILES | MITF primary | FBW7 act | TEAD-YAP inh | GPR151 activ
CCCc1[nH]n(-c2ccc(F)cc2)c(=O)c1C=NCCCN1CCOCC1 | 1 | -0.2 | -3 | -1.3
CCOc1ccc(N(Cc2ccccc2C#N)C2=NC3CS(=O)(=O)CC3S2)cc1 (configuration not stated) | -3 | -0.1 | 3 | 1.9
O=C(COc1ccc(Cl)cc1Cl)Nn1c(SCc2cccc(F)c2)nc2ccccc2c1=O | 5 | 0.1 | -11 | -1.1
Cc1ccc(NC(=O)CCCOc2cccc(C)c2)cc1 | 1 | 0.9 | -10 | 1.0
Cc1ccc(-c2nnc(NC3CCCCC3)c3ccccc23)cc1S(=O)(=O)NCc1nc2ccccc2[nH]1 | 18 | 0.4 | 25 | -0.2
O=C(NC1CC1)c1cc(Sc2ccccc2Cl)nc2ccccc12 | 14 | 0.1 | -1 | 1.2
N#Cc1c(-c2ccc3c(c2)OCO3)c(C#N)c2nc3ccccc3n2c1N | 27 | 0.4 | -1 | -0.5
O=C(COc1cccc([N+](=O)[O-])c1)Nc1cccc(-c2nnc(-c3ccco3)o2)c1 | 1 | 0.3 | -1 | -1.4
COc1ccc(-c2cc(C(F)(F)F)n3ncc(C(=O)NCCCN4CCOCC4)c3n2)cc1 | 2 | 0.1 | -24 | -1.4
Cc1ccccc1C(=O)Nc1sc(C)c(C)c1-c1nc2ccccc2s1 | 8 | 0.0 | 5 | -2.0
COc1ccc(OC)c(Nc2nc(N3CCOCC3)c3ccccc3n2)c1 | 9 | 0.1 | 8 | -1.6
Clc1cccc(Cl)c1-c1nnc2ccc(N3CCOCC3)nn12 | 5 | 0.1 | -15 | -0.1
Cc1ccc(C2CC(=O)NC3=C2C(=O)CC(C)(C)C3)cc1[N+](=O)[O-] (configuration not stated) | 18 | -0.2 | 0 | 0.7
Cc1ccc(S(=O)(=O)n2nc(-c3ccccc3)nc2NCc2ccco2)cc1 | 8 | 0.6 | -37 | 0.9
Cc1ccc(CNC(=O)CSc2ncc(-c3ccc(F)cc3)o2)cc1 | -1 | -0.2 | 11 | 1.2
CN(CC(=O)Nc1ccc2c(c1)OCCO2)S(=O)(=O)c1ccc(Br)cc1 | 7 | -0.1 | -1 | 0.7
COCCn1c(SCc2ccc(C)cc2)nc2c([nH]c3ccccc32)c1=O | -9 | 0.1 | -5 | 0.4
Cc1cc(C)cc(OCc2nnc(NC(=O)COc3ccc(F)cc3)s2)c1 | 4 | -0.1 | -4 | 2.0
Cc1cccc(-n2cc3c(=O)n(C)c(=O)n(C)c3c2)c1 | 20 | 0.1 | -13 | 0.4
COc1ccc(C2(C(F)(F)F)NC(=O)N3N=C4CCCCCN4C3=C2C#N)cc1 (configuration not stated) | 11 | 0.4 | -2 | 0.9
CCOc1cccc(C(=O)Nc2sc(C(=O)OC)c(C)c2C#N)c1 | 5 | 0.2 | 5 | -0.5
Cc1cc(O)cc2c1C(=O)/C(=C/c1cc3ccccc3o1)O2 | -4 | -0.3 | 71* | -8.4
Cc1cc(-c2ccc(S(N)(=O)=O)cc2)nc2ccccc12 | 1 | 0.0 | -2 | -0.1
CC(=O)NCCNC(=O)C1CCC(Cn2c(=S)[nH]c3ccsc3c2=O)CC1 (configuration not stated) | 2 | 0.0 | 2 | -0.3
COc1ccccc1CN1CCC2(CCC(CNC(=O)[C@@H]3C[C@@H]4C=C[C@H]3C4)O2)CC1 (some centres not stated) | 7 | 0.1 | -2 | -0.2
Cc1ccc(NS(=O)(=O)c2cc3c4c(c2)C(C)C(=O)N4CCC3)cc1F (configuration not stated) | -3 | 0.0 | 7 | 0.5
S=c1[nH]c2ccccc2n1CCc1ccccc1 | -8 | -0.1 | -1 | -1.2
CCC1(CC)NC(=O)N(CC(=O)OCc2cc(=O)n3c(n2)sc2ccccc23)C1=O | 2 | 0.1 | 5 | 1.2
O=[N+]([O-])c1cccc(N/N=C/c2ccc3c(c2)OCO3)c1 | 2 | 0.7 | 5 | -1.2
Cc1cccc2sc(N(CC3CCCO3)C(=O)C3CCN(S(C)(=O)=O)CC3)nc12 (configuration not stated) | 6 | 0.3 | 4 | 2.4
Cc1ccc(C(=O)Nc2ccc3oc(-c4ccccc4F)nc3c2)cc1C | 18 | 0.2 | -21 | -1.1
O=C(c1ccccc1F)N(c1ccc(Br)cc1)C1C=CS(=O)(=O)C1 (configuration not stated) | 3 | -0.3 | 7 | 1.0
CN(Cc1cnccn1)C(=O)CC1C(=O)NCCN1CCCc1ccccc1 (configuration not stated) | -7 | 0.1 | -12 | 2.7
COc1cc([N+](=O)[O-])ccc1-c1ccc(/C=N\n2cnnc2)o1 | 11 | -0.1 | 3 | -0.9
CCOc1cc2c(cc1/C=C(/C#N)c1ccccc1)OCO2 | 22 | 0.1 | 9 | -1.2
O=[N+]([O-])c1ccc(OCCN2CCCCCC2)cc1 | 11 | -0.2 | -3 | 0.8
Cn1c(SCc2nc3ccccc3[nH]2)nnc1-c1cnccn1 | 8 | 0.4 | -21 | -2.1
CC(=O)N1N=C(c2ccc(Cl)cc2)OC12CCCC2 | 5 | 0.0 | 3 | 2.2
Oc1ccc(Br)cc1C1CC(c2ccc3c(c2)OCO3)=NC(c2ccc(Cl)cc2Cl)N1 (configuration not stated) | 10 | -0.3 | -3 | 0.8
Cn1cc(C(=O)NCC2CCCO2)c2[nH]c(=O)n(-c3ccc(Cl)cc3)c(=O)c21 (configuration not stated) | 11 | -0.1 | 7 | -1.2
Cc1ccc(C)c(CSCC2Nc3ccc(C(=O)NCCN4CCOCC4)cc3NC2=O)c1 (configuration not stated) | 7 | 0.0 | -8 | 1.4
CCOc1ccc(C2c3c(oc4ccc(C)cc4c3=O)C(=O)N2CCN2CCOCC2)cc1 (configuration not stated) | -2 | 0.0 | -13 | 0.5
O=C(NCCN1CCOCC1)C(=O)NCC1OCCN1S(=O)(=O)c1ccc(F)cc1 (configuration not stated) | -14 | 1.0 | -5 | -2.2
CCN1CCN(C(c2ccc(OC)cc2OC)c2nnnn2CCOC)CC1 (configuration not stated) | -1 | 0.3 | 0 | -0.3
CC1=C(C(=O)OCc2ccccc2)C(c2cccc([N+](=O)[O-])c2)NC(=O)N1 (configuration not stated) | 3 | 0.0 | 1 | 0.2
COc1cc([N+](=O)[O-])ccc1-c1ccc(/C=N/n2cnnc2)o1 | -6 | -0.1 | 7 | 0.5
CCOC(=O)c1c(-c2ccc(OCC)cc2)csc1NC(=O)/C=C/C(=O)O | 16 | 0.5 | 48* | -0.6
CC(=O)c1cc2c(cc1NC(=O)C1CC=CCC1C(=O)O)OCO2 (configuration not stated) | 18 | 1.0 | 4 | 0.8
O=C(CC1CCC1)Nc1cccc(Cl)c1Cl | 6 | 0.0 | 4 | 1.5
Cc1cccc(C2CC(=O)Nc3cc4c(cc32)OCCO4)c1 (configuration not stated) | 19 | 0.5 | 40* | -0.3
O=C(O)CSc1nc2ccccc2n2cnnc12 | 12 | 0.3 | -7 | -1.2
Cc1ccccc1/C=C1/C(=N)N2N=C(C(C)C)SC2=NC1=O | 4 | -0.2 | -6 | 0.4
